From PubChem
IMPase Li inh = membrane-permeable IMPase blocker, potentiated with lithium. CHO-M1 cells, IP1 TR-FRET (IP-One), carbachol + lithium. 210,000 tested, 0.35% active. Potency, µM (doses to about 59.4 µM), inactives show at the highest dose activity, negative = IMPase inhibition, most hits filed as inhibitors. AID 1457;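 note: IP1 builds up when IMPase is blocked and the TR-FRET signal falls; potency is the fitted concentration of half-maximal effect; plate controls were basal vehicle for no effect and high inhibitor control for full effect; nearly all actives have a fitted effect of over 50% in size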
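Concentration–response in CHO-M1 cells, lithium-potentiated; 30 min at 37C. IP1 detected by competitive TR-FRET after 10 min lysis at RT. Hill-fitted AC50.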
NPSR antag = neuropeptide S receptor (human) antagonism, cAMP. CHO-NPSR cells, cAMP TR-FRET, antagonist mode. Potency, µM (titrated, usually from 38.3 µM), for inactives: at the top dose activity change, negative = inhibition, hits mostly inhibitors. 220,000 tested, 1% active; note: potency is the fitted concentration of half-maximal effect; % is set by controls: 0 for no effect and ±100 for the full control effect; nearly all actives have a fitted effect of over 50% in size; many of its hits are not listed in these tables
Target sequence (Q6W5P4 whole entry, looked up): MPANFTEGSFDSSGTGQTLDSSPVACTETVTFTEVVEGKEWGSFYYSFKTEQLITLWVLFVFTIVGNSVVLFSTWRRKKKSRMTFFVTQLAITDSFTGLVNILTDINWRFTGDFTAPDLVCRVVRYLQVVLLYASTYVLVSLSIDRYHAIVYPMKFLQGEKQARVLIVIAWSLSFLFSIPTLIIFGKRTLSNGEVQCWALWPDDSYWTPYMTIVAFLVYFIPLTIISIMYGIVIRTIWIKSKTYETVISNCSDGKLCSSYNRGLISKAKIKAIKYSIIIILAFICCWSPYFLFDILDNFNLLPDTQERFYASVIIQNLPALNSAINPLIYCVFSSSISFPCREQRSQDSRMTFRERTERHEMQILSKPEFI
Luc counter = Kinase-Glo luciferase inhibition (counter-screen); Q27757; Kinase-Glo luciferase, ATP luminescence, 8 min; Potency, µM (doses to about 38.3 µM), inactives show at the highest dose activity change, negative = inhibition, usual class: inhibitors; 200,000 tested, 0.28% active; AID 1379; note: potency is the fitted concentration of half-maximal effect; % is set by controls: 0 for no effect and ±100 for the full control effect; nearly all actives have a fitted effect of over 60% in size
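Luminescence was the read-out, taken after 8-minute incubation at ambient temperature. Luciferase turned over luciferin with 10 uM ATP in imidazole pH 7.2 buffer containing KCl, MgCl2, Tween 20 and BSA.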
Lamin A splicing = changes lamin A minigene splicing in HeLa cells. HeLa LMNA splicing GFP/RFP minigene ratio, 48 h. Potency, µM (titrated, usually from 46.1 µM), without a hit: at the highest dose ratio change, negative = inhibition, actives largely listed as inhibitors. 200,000 tested, 0.01% active. AID 1487; active = well fitted inhibition curve with a large enough effect in the signal ratio, with a control signal flat, not every such curve was filed as active; inconclusive = small, poorly fitted or top-dose-only effect, or effect the other way, or a change in a side signal; the % refers to the signal ratio; note: potency is the fitted concentration of half-maximal effect; % is set by controls: 0 for no effect and ±100 for the full control effect
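S3 HeLa cells stably expressing lamin A-EGFP splicing minigene plus DsRed2, 600 cells/well, 48 h compound exposure at 37C. Laser-scanning cytometry; analysed as GFP (500-530 nm)/RFP (575-640 nm) total intensity ratio; 0.5% DMSO vehicle.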
HttQ103 aggreg = reduces HttQ103-GFP aggregates in PC12 cells; 220,000 tested, 1.1% active; AID 1688; PC12 HttQ103-GFP aggregates, Acumen cytometry, 40 h; Potency, µM (top dose mostly 46.1 µM), without a hit: at the highest dose activity change, negative = inhibition, usual class: inhibitors; note: potency is the fitted concentration of half-maximal effect; % is set by controls: 0 for no effect and ±100 for the full control effect; nearly all actives have a fitted effect of over 60% in size
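Huntingtin Q103 exon 1–GFP aggregates in induced PC12 cells (100 nM tebufenozide) were quantified by cytometry from lysates, with compounds dosed in titration.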
CBFb-RUNX1 inh = CBF-beta/RUNX1 interaction disruption; Q01196+Q13951; AlphaScreen CBFb-His/RUNX1-biotin binding, biochemical; Potency, µM (highest dose often 59.8 µM), without a hit: top-dose activity, negative = inhibition, usual class: inhibitors; 230,000 tested, under 10 active; AID 1477; note: % of control where 0% means no effect
Target sequence (Q01196 whole entry, looked up): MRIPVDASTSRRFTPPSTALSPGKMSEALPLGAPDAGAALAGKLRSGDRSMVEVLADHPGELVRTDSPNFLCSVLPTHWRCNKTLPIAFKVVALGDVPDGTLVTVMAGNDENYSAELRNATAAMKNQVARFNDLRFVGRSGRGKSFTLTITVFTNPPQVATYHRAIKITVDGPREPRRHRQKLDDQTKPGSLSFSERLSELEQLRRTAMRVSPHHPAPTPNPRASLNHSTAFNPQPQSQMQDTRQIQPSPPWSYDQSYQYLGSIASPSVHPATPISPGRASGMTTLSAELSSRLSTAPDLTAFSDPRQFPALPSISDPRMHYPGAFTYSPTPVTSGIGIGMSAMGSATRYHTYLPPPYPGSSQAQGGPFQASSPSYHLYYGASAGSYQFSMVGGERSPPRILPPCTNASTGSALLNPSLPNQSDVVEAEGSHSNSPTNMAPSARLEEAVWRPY
Target sequence (Q13951 whole entry, looked up): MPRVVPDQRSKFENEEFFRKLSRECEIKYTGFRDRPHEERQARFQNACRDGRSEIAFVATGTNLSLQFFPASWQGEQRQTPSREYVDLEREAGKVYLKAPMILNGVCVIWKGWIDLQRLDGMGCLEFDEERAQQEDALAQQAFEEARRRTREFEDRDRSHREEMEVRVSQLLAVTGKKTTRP
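AlphaScreen binding: CBFb-His and RUNX1-biotin (30 nM each) preincubated 20 min, compound added for 15 min, then nickel and streptavidin beads for 90 min, all at room temperature. Disruption of the interaction by any mechanism counts as activity.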
Epigenetic reg = regulators of epigenetic silencing causing reporter derepression in mouse cells. AID 1865. 280,000 tested, 0.2% active. murine LDR cells, GFP reporter derepression, 30 h. Potency, µM (top dose mostly 53.9 µM), for the others: at the highest dose GFP activation, actives largely listed as activators; note: potency is the fitted concentration of half-maximal effect; % of control where 0% means no effect; nearly all actives have a fitted effect of over 60% in size
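Readout is the number of GFP-expressing murine LDR cells, counted by cytometry following washing. Cells were treated with compound for 30 h at 37 C; the stably integrated CMV-GFP locus is normally silent.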
* hit, by the source's call; u = inconclusive; x = not tested or not shown; [ ] = another dose, or the depositor's remark. Unless noted, calls come from the whole dose curve; as a rule, active = well fitted curve in the direction sought with a large enough effect; inconclusive = small, poorly fitted or top-dose-only effect, or another doubt; inactive = no such curve, though single readings can be large; an effect the other way counts as inactive or inconclusive. This is a subset, so the mix of outcomes need not match the whole.

Molecule | IMPase Li inh | NPSR antag | Luc counter | Lamin A splicing | HttQ103 aggreg | CBFb-RUNX1 inh | Epigenetic reg
Cc1cccc(C2Nc3ccccc3C(=O)N2CCc2ccccc2)n1 (stereo not drawn) | 11%[38.3 µM] | -25%[46.1 µM] | -2% | u | -9% | 4% | -0.3%
CCCC(C(=O)O)n1c(O)c(C=C2N=c3ccccc3=N2)sc1=S (stereo not drawn) | x | -19% | x | x | -6%[9.22 µM] | -9% | 0.0%
CCOC(=O)CNC(=O)CSc1nc2cccnc2n1C1CCCCC1 | 23%[38.3 µM] | -6%[46.1 µM] | 1% | 19% | -3% | 2% | -1.0%
O=C(CCc1ccc(O)cc1)c1c(O)cc(O)cc1O[C@H]1OC(CO)C(O)C(O)C1O (stereo partly drawn) | -5% | x | 1% | 4% | x | x | -0.2%
COc1ccc(N(CC(=O)NCc2ccc(Cl)cc2)S(=O)(=O)c2ccccc2[N+](=O)[O-])c(OC)c1 | 19% | 39% | -3% | u | -11%[9.22 µM] | 5% | 0.0%
COc1cc(S(=O)(=O)N2CCCCC2)ccc1NC(=O)Cc1ccccc1 | 29%[38.3 µM] | -7%[46.1 µM] | -1% | -7% | -6% | -1% | -0.7%
Cc1nnc(NC(=O)CSc2nnc(NC(=O)C(C)(C)C)s2)s1 | 6% | 4% | 2% | 4%[46 µM] | 29% | 4% | -3.0%
Cc1noc(C)c1C(=O)OCC(=O)NC(c1ccccc1)c1ccccc1 | 17%[38.3 µM] | -25%[46.1 µM] | 0% | 13% | 2% | 0% | 3.5%
CCOC(=O)Cc1csc(NC(=O)COc2cccc(C)c2)n1 | 10% | 1% | -1% | -2%[9.22 µM] | 5% | 2% | -0.1%
Cc1cccc(Nc2nnc(SCC(=O)Nc3ccccc3[N+](=O)[O-])s2)c1 | 5% | -4% | -3% | u | -7% | -16% | -1.0%
O=C(c1cccc(S(=O)(=O)N2CCCCC2)c1)N1CCN(S(=O)(=O)c2ccc(F)cc2)CC1 | 8%[38.3 µM] | -15%[46.1 µM] | -3% | -8% | -2% | -2% | 2.0%
OCC1(Cc2ccccc2)CCCN(Cc2cnn(-c3ccccc3)c2)C1 (stereo not drawn) | 13% | 16% | -2% | u | 16%[9.22 µM] | 10% | 2.9%
CCC(=O)Nc1cc(=O)[nH]c2ncnn12 | -6%[38.3 µM] | 0%[46.1 µM] | -5% | 3% | 19% | -1% | 1.4%
O=C(CNc1cccc(C(F)(F)F)c1)N/N=C/c1ccccc1C(=O)O | x | -12% | x | x | -4%[9.22 µM] | 14% | 1.1%
CC1CCCCN1CC(=O)NC(=O)NCc1ccccc1 (stereo not drawn) | -6% | 22% | 1% | 7% | -5% | 0% | 1.0%
COc1ccccc1-c1nnc2n1N=C(c1ccc(O)c(O)c1)CS2 | 13%[38.3 µM] | 29%[46.1 µM] | 7% | u | u | -26% | -1.4%
O=[N+]([O-])c1cccc(/C=N/Nc2nccnc2Cl)c1 | 7%[38.3 µM] | 8%[46.1 µM] | 10µM* | 10% | 17% | 1% | -1.1%
CCc1ccc(-c2nn(-c3ccccc3)cc2CSC(=N)N)cc1 | 19% | u | 4% | 30% | 18µM* | -2% | 0.0%
CCOc1cc(C(F)(F)F)cnc1/C(N)=N/O | x | u | x | x | -14%[9.22 µM] | -5% | 0.4%
COC(=O)Cc1nnc(Nc2cccc(C)c2)c2ccccc12 | x | -6% | x | x | -8%[9.22 µM] | 10% | 0.1%
COc1ccc2c(c1)N(C(=O)CN1C(=O)C3CCCCC3C1=O)C(C)(C)C=C2C (stereo not drawn) | 11% | -25%[46.1 µM] | 1% | -8% | -1% | 7% | 0.0%
CCc1cccc(NC(=O)c2ccc(Br)o2)c1 | 22%[38.3 µM] | 2%[46.1 µM] | -1% | -7% | -5% | 5% | -1.0%
CN1CCN(S(=O)(=O)c2ccc(NC(=S)NC(=O)C3CCC3)cc2)CC1 | -1% | 2% | -1% | 1% | 17% | 4% | -2.0%
COc1ccc(-c2nn(C)c(=O)c3ccccc23)cc1NC(=O)Cn1nc(C)c2ccccc2c1=O | -1%[38.3 µM] | -16%[46.1 µM] | 2% | u | -22% | -5% | 18%
CCOc1ccccc1NC(=O)N1CCCC(c2nc(-c3ccc(C)o3)no2)C1 (stereo not drawn) | 7% | -7% | 0% | 5%[46 µM] | 15%[9.22 µM] | 3% | -0.1%
NS(=O)(=O)c1ccc(Nc2nc(-c3ccc(O)cc3O)cs2)cc1 | 15%[38.3 µM] | -18%[46.1 µM] | -1% | -14% | 14% | -14% | -3.7%
CCOC(=O)Nc1ccc(S(=O)(=O)N2CCOCC2)cc1 | 4%[38.3 µM] | 5%[46.1 µM] | 0% | 6% | 10% | -7% | -1.2%
CC(=O)Nc1ccc(/C(C)=N/Nc2nc(Nc3cccc4ccccc34)nc(N3CCOCC3)n2)cc1 | 0% | -18% | -5% | u | -4% | -9% | 9.5%
Cc1ccccc1SCC(=O)OCC(=O)Nc1ccc(N(C)C)cc1 | 9% | -2% | 7% | 18%[46 µM] | 17% | -29% | 1.1%
Cn1cccc1CC(=O)N/N=C/C(Cl)=C/c1ccccc1 | 1% | -7%[46.1 µM] | 2% | -15% | 2% | -4% | 0.0%
CCOC(=O)c1ccc(Nc2ncccc2[N+](=O)[O-])cc1 | 0% | 6% | -14% | x | 36%[9.22 µM] | 7% | -3.4%
CC(NC(=O)CCCCCN1C(=O)c2ccccc2C1=O)c1ccc2c(c1)CCCC2 (stereo not drawn) | 16%[38.3 µM] | u | -1% | -4% | 1% | 11% | -0.8%
CN(C)c1ncnc(N(C)C)c1[N+](=O)[O-] | x | -4%[7.67 µM] | x | x | -5%[9.22 µM] | 3% | -1.4%
COc1ccccc1NC(=O)COc1ccc(C(=O)OCC(=O)N(C(C)C)C(C)C)cc1OC | 37%[activator][38.3 µM] | -14%[46.1 µM] | 4% | -2% | 7%[1.84 µM] | 7% | -0.2%
CCc1nnc(NC(=O)CSc2nnc(CSc3nc(C)cc(C)n3)n2C)s1 | -7%[38.3 µM] | 11%[46.1 µM] | 2% | 0% | 10% | -3% | 0.0%
Cc1ccc(C2C(C(=O)c3sc(C)nc3C)=C(O)C(=O)N2CCN(C)C)o1 (stereo not drawn) | 6% | 7%[46.1 µM] | -4% | -5% | u | 4% | 0.0%
O=C1c2ccccc2C(=O)N1CCSc1n[nH]c(=S)s1 | 20%[38.3 µM] | -4%[46.1 µM] | 1% | 4% | 5% | 2% | 0.6%
O=C(Cc1c[nH]c2ccccc12)NCc1cccs1 | 4% | -19%[46.1 µM] | 2% | -5% | 0% | -9% | 0.0%
O=C(OC(c1ccccc1)c1nccc2ccccc12)c1cccc([N+](=O)[O-])c1 (stereo not drawn) | 16% | -44% | 1% | u | 3% | -28% | -1.1%
CC1Cc2nc(SCC(=O)Nc3ccc4c(c3)OCO4)n(Cc3ccccc3)c(=O)c2S1 (stereo not drawn) | 21%[38.3 µM] | -21%[46.1 µM] | -2% | 17% | -18% | -2% | 0.9%
CCOC(=O)CNC(=O)CSc1nnc(Cn2c(=O)sc3ccccc32)n1C | 7% | 8%[46.1 µM] | 0% | -3% | -5% | -1% | -1.0%
C/C(=C\c1ccco1)CN1CCC(N2CCC(C(=O)N3CCOCC3)CC2)CC1 | 11% | -7% | -1% | -17%[46 µM] | -3%[9.22 µM] | -5% | 0.1%
Cc1ccc2c(c1)N(S(=O)(=O)c1ccc(F)cc1)C(C(C)(C)C)CO2 (stereo not drawn) | -1% | u | 4% | -11% | -17% | 15% | -0.9%
COC(Cn1c2c(c3cc(C)ccc31)CCCC2NCc1ccccc1)OC (stereo not drawn) | x | u | x | x | 4%[9.22 µM] | -6% | 1.1%
N/C(=N/O)c1nc(N2CCCCC2)nc(N2CCCCC2)n1 | 5% | -16%[46.1 µM] | 1% | -17% | -27% | 0% | 0.0%
Cc1ccc(C(=O)OCC(=O)Nc2sccc2C(N)=O)cc1NC(=O)c1ccco1 | 31%[38.3 µM] | u | -2% | -3% | -9% | -1% | 11%
COCCNC(=O)c1ccc2c(=O)n(CCOC)c(=O)[nH]c2c1 | -6%[38.3 µM] | -4%[46.1 µM] | 1% | 3% | 20% | 4% | 1.0%
CCCn1c(SCC(=O)NC2CCCC2)nnc1-c1ccccn1 | x | 9% | x | x | 9%[9.22 µM] | 11% | -1.1%

In the list so far, these have a tert-butyl group.
Molecule | IMPase Li inh | NPSR antag | Luc counter | Lamin A splicing | HttQ103 aggreg | CBFb-RUNX1 inh | Epigenetic reg
Cc1nnc(NC(=O)CSc2nnc(NC(=O)C(C)(C)C)s2)s1 | 6% | 4% | 2% | 4%[46 µM] | 29% | 4% | -3.0%
Cc1ccc2c(c1)N(S(=O)(=O)c1ccc(F)cc1)C(C(C)(C)C)CO2 (stereo not drawn) | -1% | u | 4% | -11% | -17% | 15% | -0.9%

Next section:
Molecule | IMPase Li inh | NPSR antag | Luc counter | Lamin A splicing | HttQ103 aggreg | CBFb-RUNX1 inh | Epigenetic reg
O=C1CSC(c2ccccn2)N1c1ccccc1 (stereo not drawn) | -13%[38.3 µM] | -5%[46.1 µM] | -1% | 14% | -5% | 0% | -0.7%
CCc1nnc(NC(=O)CSc2nnc(CNc3ccc(F)cc3)n2C2CCCCC2)s1 | -1%[38.3 µM] | 2%[46.1 µM] | -4% | u | 33% | -2% | 0.0%
CCOC(=O)C1=C(C)OC(N)=C(C#N)C1c1ccsc1 (stereo not drawn) | -6%[38.3 µM] | -20%[7.67 µM] | 0% | 5% | -3% | 5% | -0.7%
CC(C)(C)OC(=O)N1CCN(C(=O)[C@H](Cc2ccc(O)cc2)n2cc(CCO)nn2)CC1 | 5% | -9% | x | x | 3%[9.22 µM] | 9% | 0.2%
O=C(O)Cc1sc(-c2ccc(C(=O)O)cc2)nc1-c1ccccc1 | -21% | 7% | x | x | 1%[9.22 µM] | 15% | 0.0%
CCCn1cnc2cc(NCc3cccc(OC)c3O)ccc21 | -8%[38.3 µM] | -12%[46.1 µM] | -4% | u | 0% | 5% | 1.4%
COc1ccc(CCN2C(=O)C3C4CC(C5C(C(=O)NN)=NOC45)C3C2=O)cc1OC (stereo not drawn) | 18%[38.3 µM] | u | -2% | 16% | 9% | -1% | -5.0%
CC(C)CC(NC(=O)C1CCCN1C(=O)OC(C)(C)C)C(=O)NCC(N)=O (stereo not drawn) | 23%[38.3 µM] | -3%[46.1 µM] | 1% | -2% | -3% | 8% | -5.4%
Cc1cc(C)c(S(=O)(=O)N2CCN(c3ccc([N+](=O)[O-])c(NCC4CCCO4)c3)CC2)c(C)c1 (stereo not drawn) | 18%[38.3 µM] | -16%[46.1 µM] | 1% | 11% | -3% | -5% | -1.2%
